Compound activity deposited in PubChem BioAssay by several laboratories.
TROY NFkB inh = inhibitors of TROY-dependent NF-kB signaling; inhibition, % at 10 µM; AID 1347056; Q293 LMP1-TROYcd NF-kB luciferase reporter, 4 h; hit rate 0.98% among 360,000;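 active = compounds whose plate-normalised and pattern-corrected inhibition of the luciferase reporter signal at the single screening dose is 50% or more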
NCOA3 inh = inhibitors of human steroid receptor coactivator 3 (SRC3); HEK293 GAL4-SRC3 luciferase reporter, luminescence; inhibition, % at 3.6 µM; hit rate 0.17% among 360,000; AID 588352;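 active = inhibition above a per-campaign cutoff, the mean of all compounds plus 3 SD, cut at about 60% in these data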;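 also: 0% = DMSO-treated cells and 100% = gossypol-treated cells at 36 µM; higher means less SRC3-driven luciferase light from the GAL4 reporter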
ABHD5 PLIN5 PPI = blocks binding of human ABHD5 to perilipin-5. hit rate 0.78% among 360,000. Split G. princeps luciferase complementation, luminescence, 4 h. inhibition, % at 4 µM;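 active = inhibition above the mean inhibition across every tested compound plus 3 SD, cut at about 22% in these data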;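 also: 0% = DMSO only wells and the 100% control is not disclosed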
Target sequence (Q00G26 whole entry, looked up): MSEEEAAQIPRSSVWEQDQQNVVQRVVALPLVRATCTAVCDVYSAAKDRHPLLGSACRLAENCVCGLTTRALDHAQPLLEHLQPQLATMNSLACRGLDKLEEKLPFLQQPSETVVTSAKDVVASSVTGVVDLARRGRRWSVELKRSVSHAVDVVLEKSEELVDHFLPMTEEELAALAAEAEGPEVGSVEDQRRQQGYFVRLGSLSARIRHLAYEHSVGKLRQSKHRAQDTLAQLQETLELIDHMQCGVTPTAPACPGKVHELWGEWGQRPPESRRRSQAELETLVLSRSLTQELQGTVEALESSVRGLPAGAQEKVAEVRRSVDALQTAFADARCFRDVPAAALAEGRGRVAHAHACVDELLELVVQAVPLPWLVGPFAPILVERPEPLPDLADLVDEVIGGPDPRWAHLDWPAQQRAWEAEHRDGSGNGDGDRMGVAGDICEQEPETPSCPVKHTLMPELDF
Target sequence (Q8WTS1 whole entry, looked up): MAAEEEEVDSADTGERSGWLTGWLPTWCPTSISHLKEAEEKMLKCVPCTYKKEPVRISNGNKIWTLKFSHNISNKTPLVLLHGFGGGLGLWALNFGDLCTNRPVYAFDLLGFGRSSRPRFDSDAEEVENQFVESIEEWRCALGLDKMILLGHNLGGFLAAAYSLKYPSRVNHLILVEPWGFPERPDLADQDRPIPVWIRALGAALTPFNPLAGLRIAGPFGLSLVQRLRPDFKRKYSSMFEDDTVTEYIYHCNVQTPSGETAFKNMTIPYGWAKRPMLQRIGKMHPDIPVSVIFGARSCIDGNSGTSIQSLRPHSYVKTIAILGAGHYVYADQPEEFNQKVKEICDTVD
Granule exo inh = lytic granule exocytosis inhibition. TALL-104 LAMP-1 surface exposure, flow cytometry; cells stimulated with thapsigargin and PMA. inhibition, % at 10 µM. hit rate 0.66% among 360,000. AID 651702;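 active = inhibition above about 55%, limit read from the data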
TWEAK-Fn14 inh = TWEAK-Fn14 signaling inhibition. TWEAK-stimulated Fn14 reporter cells, luciferase luminescence, 8 h. inhibition, % at 10 µM. hit rate 2% among 360,000; in the data active = inhibition above about 50%
NCOA2 inhibitor = human SRC2 (NCOA2) inhibition; Q15596; HEK293 GAL4-SRC2 luciferase reporter, luminescence; inhibition, % at 9 µM; hit rate 0.17% among 370,000;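 active = inhibition above the mean inhibition of all tested compounds plus 3 SD, set per campaign, cut at about 52% in these data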;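 also: 0% = DMSO treated cells and 100% = cells given Gossypol at 36 µM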
NR2F2 inh = inhibitors of human COUP-TFII (NR2F2); P24468; HEK293T NGFI-A luciferase reporter, luminescence; inhibition, % at 8.6 µM; hit rate 0.7% among 370,000;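 active = inhibition above a per-plate cutoff, mean inhibition of test wells between control levels plus 3 SD, cut at about 38% in these data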;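 also: cells cotransfected with COUP-TFII expression vector driving the NGFI-A reporter; 0% = median of COUP-TF2 test wells and 100% = reporter-only cells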
NOD2-RIPK2 inh = NOD2-RIPK2 protein interaction inhibition. hit rate 0.38% among 360,000. CHO BLA complementation NOD2-RIPK2, CCF4 ratio. O43353. inhibition, % at 4.98 µM. AID 624267; in the data active = inhibition above about 21%;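 also: 0% = vehicle only and 100% = reference blocker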
TLR9-MyD88 block = inhibitors of human TLR9-MyD88 binding; Q9NR96+Q99836; CHO BLA complementation TLR9-MyD88, CCF4 FRET ratio; inhibition, % at 4.98 µM; hit rate 0.21% among 340,000;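 active = inhibition above the mean over all tested compounds plus 3 SD, cut at about 21% in these data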;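 also: 0% = DMSO only wells and 100% = clavulanate BLA inhibitor control wells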
SRC1 inh = human NCOA1 inhibition; Q15788; HEK293 GAL4-SRC1 luciferase reporter, luminescence; hit rate 0.12% among 360,000; inhibition, % at 3.6 µM;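 active = inhibition above the campaign mean plus 3 SD, with each screening campaign given its own cutoff, cut at about 60% in these data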;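 also: 0% = DMSO treated cells and 100% = gossypol at 36 µM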
NR5A2 inv ag = NR5A2 inverse agonism in reporter assay; hit rate 0.13% among 360,000; HEK293T StAR-luciferase reporter, LRH-1 transfected, 24 h; inhibition, % at 3.6 µM; O00482; AID 602396;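 active = inhibition above the mean inhibition of all tested compounds plus 3 SD, cut at about 73% in these data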;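 also: 0% = DMSO wells and 100% = reporter-only cells lacking LRH-1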
* marks the source's active call; other numbers are inactive results.

How did CSc1cc(SC)ncn1 do in these assays?
TROY NFkB inh: -4.5; NCOA3 inh: -0.6; ABHD5 PLIN5 PPI: -2.9; Granule exo inh: -5.2; TWEAK-Fn14 inh: 8.8; NCOA2 inhibitor: 11.9; NR2F2 inh: -2.3; NOD2-RIPK2 inh: -2.5; TLR9-MyD88 block: -7.4; SRC1 inh: -4.8; NR5A2 inv ag: 10.1

How did COc1ccc(CCN(C)C(=O)COc2ccc(C(=O)c3ccccc3)cc2)cc1OC do in these assays?
TROY NFkB inh: 7.0; NCOA3 inh: 13.7; ABHD5 PLIN5 PPI: -3.1; Granule exo inh: 0.3; TWEAK-Fn14 inh: 0.7; NCOA2 inhibitor: 3.2; NR2F2 inh: 4.5; NOD2-RIPK2 inh: -8.1; TLR9-MyD88 block: -1.7; SRC1 inh: -0.7; NR5A2 inv ag: 21.9

What do the screens show for `CCCN(C(=O)c1cccs1)c1nnc(-c2ccncc2)s1`?
TROY NFkB inh: -23.2; NCOA3 inh: 2.8; ABHD5 PLIN5 PPI: -1.2; Granule exo inh: 0.0; TWEAK-Fn14 inh: -19.2; NCOA2 inhibitor: -43.6; NR2F2 inh: -2.6; NOD2-RIPK2 inh: -4.6; TLR9-MyD88 block: 6.2; SRC1 inh: -10.0; NR5A2 inv ag: -25.3

How did CCCCCCCCCCCNC(=O)c1ccoc1C do in these assays?
TROY NFkB inh: 21.1; NCOA3 inh: -0.4; ABHD5 PLIN5 PPI: 6.6; Granule exo inh: -1.2; TWEAK-Fn14 inh: 6.2; NCOA2 inhibitor: 6.2; NR2F2 inh: -8.8; NOD2-RIPK2 inh: -10.5; TLR9-MyD88 block: 3.8; SRC1 inh: 0.6; NR5A2 inv ag: 6.7

What do the screens show for `CCOCCCNCc1cccc(OCc2ccc(F)cc2)c1`?
TROY NFkB inh: 2.9; NCOA3 inh: 11.9; ABHD5 PLIN5 PPI: 1.2; Granule exo inh: 9.4; TWEAK-Fn14 inh: -2.3; NCOA2 inhibitor: 14.4; NR2F2 inh: -2.3; NOD2-RIPK2 inh: 5.9; TLR9-MyD88 block: 4.1; SRC1 inh: 7.4; NR5A2 inv ag: 23.2

How did OCC1OC(n2ccc3c2ncn2ncnc32)C(O)C1O (stereo unspecified) do in these assays?
TROY NFkB inh: -21.7; NCOA3 inh: 52.7; ABHD5 PLIN5 PPI: 15.1; Granule exo inh: 2.2; TWEAK-Fn14 inh: -5.2; NCOA2 inhibitor: 37.3; NR2F2 inh: 15.2; NOD2-RIPK2 inh: -4.5; TLR9-MyD88 block: -3.8; SRC1 inh: 62.5*; NR5A2 inv ag: 65.2

What do the screens show for `COc1ccc(/C(C)=N/NC(=O)CNC(=O)c2cccnc2)cc1OC`?
TROY NFkB inh: 11.8; NCOA3 inh: -0.9; ABHD5 PLIN5 PPI: -3.1; Granule exo inh: -26.0; TWEAK-Fn14 inh: 1.2; NCOA2 inhibitor: -12.5; NR2F2 inh: -17.7; NOD2-RIPK2 inh: -13.9; TLR9-MyD88 block: 6.3; SRC1 inh: -33.6; NR5A2 inv ag: 24.2

How did CCn1c(=O)n(CC)c2cc(N3CCCC3)c(NC(=O)c3ccccc3Br)cc21 do in these assays?
TROY NFkB inh: -0.1; NCOA3 inh: -18.4; ABHD5 PLIN5 PPI: 7.1; Granule exo inh: 2.8; TWEAK-Fn14 inh: 4.5; NCOA2 inhibitor: 13.3; NR2F2 inh: 7.4; NOD2-RIPK2 inh: -2.2; TLR9-MyD88 block: -15.6; SRC1 inh: 15.7; NR5A2 inv ag: -6.5

What do the screens show for `Nc1ncnc2c1cnn2C1CCCCC1`?
TROY NFkB inh: -2.1; NCOA3 inh: -2.6; ABHD5 PLIN5 PPI: 3.7; Granule exo inh: -2.9; TWEAK-Fn14 inh: 6.2; NCOA2 inhibitor: -12.0; NR2F2 inh: -7.1; NOD2-RIPK2 inh: -9.3; TLR9-MyD88 block: -10.3; SRC1 inh: 8.1; NR5A2 inv ag: 13.5

What do the screens show for `Cc1cccc(-n2c(SCC(=O)Nc3nnc(C)s3)nnc2-c2ccoc2C)c1`?
TROY NFkB inh: -9.5; NCOA3 inh: 22.1; ABHD5 PLIN5 PPI: 1.9; Granule exo inh: 2.4; TWEAK-Fn14 inh: -4.0; NCOA2 inhibitor: -23.1; NR2F2 inh: 13.1; NOD2-RIPK2 inh: -18.8; TLR9-MyD88 block: 7.2; SRC1 inh: -2.9; NR5A2 inv ag: 12.3

How did O=C(NCc1ccccc1)c1ccc2c(=O)n3c(nc2c1)CCCCC3 do in these assays?
TROY NFkB inh: -4.9; NCOA3 inh: -5.2; ABHD5 PLIN5 PPI: 2.4; Granule exo inh: -9.6; TWEAK-Fn14 inh: -46.2; NCOA2 inhibitor: 9.4; NR2F2 inh: 15.3; NOD2-RIPK2 inh: -3.0; TLR9-MyD88 block: 3.6; SRC1 inh: -18.6; NR5A2 inv ag: -19.2

How did O=C(CN(C(=O)c1csnn1)c1cccc(F)c1)NC1CCCC1 do in these assays?
TROY NFkB inh: 4.7; NCOA3 inh: 3.4; ABHD5 PLIN5 PPI: 2.4; Granule exo inh: -0.2; TWEAK-Fn14 inh: -11.1; NCOA2 inhibitor: 2.1; NR2F2 inh: 4.0; NOD2-RIPK2 inh: -5.0; TLR9-MyD88 block: 1.7; SRC1 inh: 4.6; NR5A2 inv ag: 1.8

What do the screens show for `O=c1[nH]nc(-c2n[nH]c(=O)o2)o1`?
TROY NFkB inh: 8.4; NCOA3 inh: -17.4; ABHD5 PLIN5 PPI: -1.0; Granule exo inh: -5.1; TWEAK-Fn14 inh: 0.3; NCOA2 inhibitor: 10.0; NR2F2 inh: -7.0; NOD2-RIPK2 inh: 1.6; TLR9-MyD88 block: 1.5; SRC1 inh: -3.5; NR5A2 inv ag: 1.4

Results for CCC1C(=O)N=C(SCC(=O)Nc2ccccc2)NC1=O (stereo unspecified) ?
TROY NFkB inh: -17.4; NCOA3 inh: 12.2; ABHD5 PLIN5 PPI: -1.8; Granule exo inh: -1.4; TWEAK-Fn14 inh: -23.3; NCOA2 inhibitor: -17.8; NR2F2 inh: 5.4; NOD2-RIPK2 inh: -2.0; TLR9-MyD88 block: -4.5; SRC1 inh: -0.6; NR5A2 inv ag: -1.4

How did Cc1ccc2nsnc2c1S(=O)(=O)NCc1ccc2c(c1)OCO2 do in these assays?
TROY NFkB inh: -18.6; NCOA3 inh: -3.9; ABHD5 PLIN5 PPI: -4.0; Granule exo inh: -0.5; TWEAK-Fn14 inh: -8.1; NCOA2 inhibitor: 3.6; NR2F2 inh: 7.6; NOD2-RIPK2 inh: 5.1; TLR9-MyD88 block: 2.3; SRC1 inh: 2.3; NR5A2 inv ag: 1.0

What do the screens show for `Nc1ccc2nc(NC(=O)C3CCCCC3)sc2c1`?
TROY NFkB inh: -41.8; NCOA3 inh: -57.1; ABHD5 PLIN5 PPI: -1.8; Granule exo inh: -3.9; TWEAK-Fn14 inh: -2.2; NCOA2 inhibitor: -1.5; NR2F2 inh: -76.3; NOD2-RIPK2 inh: -5.9; TLR9-MyD88 block: -10.9; SRC1 inh: -106.5; NR5A2 inv ag: -60.8

Results for CCOC(=O)c1cccc(S(=O)(=O)N2CCCC2)c1 ?
TROY NFkB inh: 3.4; NCOA3 inh: 13.2; ABHD5 PLIN5 PPI: 4.4; Granule exo inh: -2.5; TWEAK-Fn14 inh: -31.2; NCOA2 inhibitor: 10.6; NR2F2 inh: -3.2; NOD2-RIPK2 inh: -5.2; TLR9-MyD88 block: 1.6; SRC1 inh: 2.6; NR5A2 inv ag: -6.0

What do the screens show for `CCn1c(=O)cc(SCC(=O)N2CCOCC2)c2ccccc21`?
TROY NFkB inh: 6.6; NCOA3 inh: 18.6; ABHD5 PLIN5 PPI: 0.2; Granule exo inh: 0.3; TWEAK-Fn14 inh: 13.2; NCOA2 inhibitor: -29.0; NR2F2 inh: -40.2; NOD2-RIPK2 inh: 0.2; TLR9-MyD88 block: -5.2; SRC1 inh: -17.1; NR5A2 inv ag: 16.9

How did CCOC(=O)c1c(CN2CCCCC2)n(C)c2cc(Br)c(O)cc12 do in these assays?
TROY NFkB inh: -8.7; NCOA3 inh: 5.0; ABHD5 PLIN5 PPI: 8.4; Granule exo inh: 7.0; TWEAK-Fn14 inh: -7.5; NCOA2 inhibitor: -26.5; NR2F2 inh: 15.0; NOD2-RIPK2 inh: -4.3; TLR9-MyD88 block: 4.3; SRC1 inh: 8.9; NR5A2 inv ag: 14.4

Results for Cc1ccc(C(=O)N2CCOCC2)cc1S(=O)(=O)N1CCOCC1 ?
TROY NFkB inh: -0.3; NCOA3 inh: -2.6; ABHD5 PLIN5 PPI: 5.2; Granule exo inh: 10.7; TWEAK-Fn14 inh: -1.5; NCOA2 inhibitor: -1.3; NR2F2 inh: 14.5; NOD2-RIPK2 inh: -10.6; TLR9-MyD88 block: -16.1; SRC1 inh: 2.2; NR5A2 inv ag: -23.2

What do the screens show for `Fc1cccc(Cc2c(-c3ccco3)nc3ccc(Br)cn23)c1`?
TROY NFkB inh: 3.6; NCOA3 inh: -17.9; ABHD5 PLIN5 PPI: 71.6*; Granule exo inh: 59.1*; TWEAK-Fn14 inh: 45.3; NCOA2 inhibitor: -14.0; NR2F2 inh: -17.9; NOD2-RIPK2 inh: 6.1; SRC1 inh: -10.0; NR5A2 inv ag: 27.7

How did Cn1ccnc1C1CCCCN1Cc1nc(Cc2cccc(C(F)(F)F)c2)no1 (stereo unspecified) do in these assays?
TROY NFkB inh: 6.4; NCOA3 inh: 8.8; ABHD5 PLIN5 PPI: -0.1; Granule exo inh: -0.6; TWEAK-Fn14 inh: 4.2; NCOA2 inhibitor: 20.9; NR2F2 inh: 11.0; NOD2-RIPK2 inh: 4.0; TLR9-MyD88 block: -3.5; SRC1 inh: -30.1; NR5A2 inv ag: -10.1

What do the screens show for `COc1ccc(NC(=O)CN2CC(C)OC(C)C2)cc1Cl` (stereo unspecified)?
TROY NFkB inh: -1.5; NCOA3 inh: 15.1; ABHD5 PLIN5 PPI: -0.1; Granule exo inh: -4.8; TWEAK-Fn14 inh: -11.4; NCOA2 inhibitor: -0.3; NR2F2 inh: -12.7; NOD2-RIPK2 inh: -3.8; TLR9-MyD88 block: 1.4; SRC1 inh: -44.1; NR5A2 inv ag: -0.7

How did COc1ccc(CN2CCN(C(=O)c3cccs3)CC2)cc1Br do in these assays?
TROY NFkB inh: 1.2; NCOA3 inh: -6.6; ABHD5 PLIN5 PPI: -5.0; Granule exo inh: -1.4; TWEAK-Fn14 inh: -11.2; NCOA2 inhibitor: -15.4; NR2F2 inh: -5.6; NOD2-RIPK2 inh: -5.3; TLR9-MyD88 block: -6.2; SRC1 inh: 8.4; NR5A2 inv ag: -12.9

How did O=C(O)C1C(c2ccccc2)c2ccccc2C(O)C1CO (stereo unspecified) do in these assays?
TROY NFkB inh: -16.8; NCOA3 inh: 4.8; ABHD5 PLIN5 PPI: -7.3; Granule exo inh: 3.5; TWEAK-Fn14 inh: 12.9; NCOA2 inhibitor: -29.4; NR2F2 inh: -16.1; NOD2-RIPK2 inh: 0.0; TLR9-MyD88 block: -7.5; SRC1 inh: 0.0; NR5A2 inv ag: -7.9

A portion of the library; count on the stated rates, not on these rows.
